SUMO1-SIM PPI = modulators of human SUMO1-mediated protein-protein interactions. P63165. SUMO1 binding to a labelled peptide, TR-FRET, 1 h. inhibition, % at 20 µM. actives 0.33% (n = 360,000). AID 602429; in the data active = inhibition above about 37%
MT1-MMP act inh = MT1-MMP (human) activation inhibition. P50281. HT1080 RFP-PRO-GFP cells, GFP/RFP ratio fluorescence, overnight; percent of plate control window, DMSO zero. GFP/RFP ratio change, % at 20 µM. actives 0.061% (n = 360,000);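 active = GFP/RFP ratio change of at least 30% with cell ATP level not reduced by more than half and red fluorescence within 50% of control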; also: strong numbers were not always called active
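Compound: 20 µM single dose, 1% DMSO / System: HT1080 RFP-PRO-GFP cells / Controls: DMSO and RFP-L50D-GFP cell wells / Read-out basis: GFP/RFP fluorescence ratio / Schedule: overnight compound exposure at 37 °C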
LMPTP inh = blocks human LMPTP phosphatase; recombinant LMPTP-A, OMFP fluorogenic substrate, fluorescence intensity; AID 651560; actives 0.22% (n = 360,000); P24666; inhibition, % at 20 µM;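 active = compounds that cut the enzyme signal by at least half of the control window in the single-dose screen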;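 also: plate controls were DMSO wells with enzyme plus substrate for no effect and substrate without enzyme for full effect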
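test system = LMPTP-A | amount = 0.625 nM LMPTP-A final | reagent = fluorogenic phosphatase substrate OMFP at 400 µM final | incubation = 50 min at room temperature | benchmarks = no-enzyme low control, uninhibited high control | medium = Bis-Tris pH 6.0, DTT, detergent | signal = fluorescence intensity of OMFP turnover product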
NadD block = inhibitors of Staphylococcus aureus NadD; inhibition, % at 20 µM; AID 602399; actives 0.78% (n = 360,000); purified NadD enzyme, colorimetric absorbance read-out; in the data active = inhibition above about 26%; also: some compounds past the cut are filed as inactive
NRP1-CendR mod = NRP-1/CendR interaction modulation; O14786; FAM-RPARPAR peptide binding to NRP-1, fluorescence polarization; inhibition, % at 25 µM; actives 0.85% (n = 360,000);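 active = inhibition or corrected inhibition above about 18%, plus a signal ratio from 0.5 to 1.5, limit read from the data, passing the limit was not always enough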; also: strong numbers were not always called active
DNMT1 inh = inhibitors of human DNMT1. DNMT1 molecular beacon, Hinp1I cleavage, fluorescence. actives 0.83% (n = 360,000). inhibition (reported as % activation of signal), % at 10 µM. AID 588458. P26358; in the data active = inhibition above about 50%
STEP block = blocks human striatal-enriched tyrosine phosphatase. recombinant STEP, OMFP fluorogenic substrate, fluorescence. AID 588621. inhibition, % at 20 µM. actives 0.25% (n = 360,000). P54829;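 active = inhibition at 20 µM, scaled per plate between control wells, above about 37%, limit read from the data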;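 also: 0% = DMSO with enzyme and substrate and 100% = substrate only without enzyme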
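medium = Bis-Tris buffer pH 6.0, 2.5 mM DTT, 0.005% Tween 20 | test system = STEP (striatal-enriched tyrosine phosphatase) enzyme, cell-free | measure = normalized % inhibition | compound dosing = 20 µM, 1% DMSO | also added = 25 µM OMFP | schedule = reaction 20 min, ambient temperature | measured by = fluorescence read at 480 nm ex / 540 nm em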
Rpn11 inh = blocks the human proteasome subunit Rpn11. human 26S proteasome, Ub4-pepOG fluorescence polarization; 20S core pre-blocked with epoxomicin. calls only at 20 µM. actives 0.59% (n = 360,000). AID 588493;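 active = inhibition at 20 µM, scaled to each plate's controls, above about 33%, limit read from the data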
SKN-1 block = blocks SKN-1 activity in C. elegans. C. elegans VP596 Pgst-4::GFP/RFP ratio, acrylamide-induced, 24 h. inhibition, % at 21.8 µM. actives 0.49% (n = 360,000);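 active = interference check ratio from 0.5 to 1.5 plus GFP to RFP signal ratio inhibition reaching or exceeding a fixed threshold, cut at about 30% in these data, passing the limit was not always enough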; also: some compounds called inactive have numbers as strong as hits
Scp-1 inhibitor = Scp-1 (human) phosphatase inhibition | Q9GZU7 | Recombinant Scp1, phosphopeptide, malachite green phosphate absorbance | actives 0.88% (n = 340,000) | inhibition, % at 20 µM;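 active = inhibition above about 50% at 20 µM, limit read from the data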;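 also: plate controls were DMSO wells with enzyme for no effect and wells lacking enzyme for full effect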
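Incubation: 45 min enzyme reaction at room temperature / System: truncated SCP-1 phosphatase (76-261aa) / Reagent: Phospho 17-mer peptide substrate / Buffer or medium: Acidic Tris acetate buffer with magnesium and detergent / Signal: absorbance at 630 nm / Doses: one concentration, 20 µM, with 1.0% DMSO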
Starred values were filed as active, the others as inactive; i = inactive; . = no result given; & = joins results of further samples.

entry	SMILES	SUMO1-SIM PPI	MT1-MMP act inh	LMPTP inh	NadD block	NRP1-CendR mod	DNMT1 inh	STEP block	Rpn11 inh	SKN-1 block	Scp-1 inhibitor
1	CC(=O)Nc1ccc(C(=O)O)cc1	4.5	1.7	-1.6	1.3	-1.8	1.2	-1.5	i	9.2	-1.3
2	OC(C#CCN1CCCC1)(c1ccccc1)c1ccccc1	5.3	-2.1	-2.5	-4.3	2.7	2.9	4.1	i	-4.0	-12.6
3	Cc1cc(-c2ccccc2)nnc1NCCN1CCOCC1	0.4	-1.7	-0.5	-1.3	-3.0	3.7	-2.3	i	3.6	-6.2
4	CCCCCCO	-2.0	-0.3	0.7	10.7	6.7	0.5	-0.3	i	2.2	-6.3
5	CC1(C)OC2CC(=O)OCC23C1CC(=O)C1(C)C3CCC2(C)C(c3ccoc3)OC(=O)C3OC321 (configuration not stated)	8.4	-1.0	-1.1	0.1	6.9	-0.8	0.1	i	8.6	.
6	NC(=O)c1cn(Cc2c(F)cccc2F)nn1	2.6	-2.9	0.0	-3.9	-0.2	-1.1	-2.5	i	-2.0	-17.2
7	CN1CCN(C(c2ccccc2)c2ccccc2)CC1	2.6	-17.4	-0.8	-3.5	-1.0	1.5	-1.6	i	19.4	1.3
8	CN1CCN(CCC(=O)N2c3ccccc3Sc3ccc(C(F)(F)F)cc32)CC1	0.3	-5.1	-2.5	-3.7	-7.4	0.1	-1.6	i	11.0	-8.0
9	Cc1cc(Nc2cc(N3CCN(C)CC3)nc(Sc3ccc(NC(=O)C4CC4)cc3)n2)n[nH]1	8.1	-34.8	-3.1	-3.2	12.7	-19.8	5.3	i	7.5	-4.9
10	CC(=O)c1ccc(S(=O)(=O)NC(=O)NC2CCCCC2)cc1	-2.6	1.5	-1.4	2.4	3.7	2.6	0.4	i	4.8	6.4
11	CCOc1ccc(NC(=O)Cn2cc(C(=O)c3ccco3)c3ccccc32)cc1	-19.9	1.7	1.1	-13.9	0.8	-6.6	-0.7	i	10.2	-10.7
12	COC(=O)c1ccc(O)cc1	1.7	-2.4	-2.5	0.5	-3.5	1.6	-2.6	i	-15.2	-9.0
13	CC12CCC(CC1)C(C)(C)O2	5.0	2.3	-2.4	0.2	-1.6	2.5	-0.2	i	-13.2	4.1
14	O=C(CCN1CCC(c2ccccc2)C1)c1ccc2c(c1)OCCO2 (configuration not stated)	5.7	1.9	-0.5	-1.7	-2.6	7.6	-1.5	i	-19.8	-6.3
15	C=CC1=C(C(=O)O)N2C(=O)[C@@H](NC(=O)/C(=N\O)c3csc(N)n3)[C@H]2SC1 (stereo in doubt)	62.7*	3.0	78.5*	13.5	-0.6	88.7*	73.1*	i	-7.6	97.5*
16	COc1ccc(/C=C/C(=O)Nc2ccccc2C(=O)O)cc1OC	-1.5	7.0	-1.3	-3.5	-6.3	3.4	-4.4	i	-4.9	-6.3
17	COc1ccc(C(=O)NCc2ccc(OCCN(C)C)cc2)cc1OC	3.6	-3.8	-1.0	-3.7	-2.9	-4.6	-3.4	i	-3.4	-8.8
18	CCN(CC)CCNC(=O)c1cc(Cl)c(N)cc1OC	-1.0	4.4	-1.1	-2.3	-3.9	2.1	0.1	i	-1.0	-11.7
19	CC(C(=O)O)c1ccc(C(=O)c2cccs2)cc1 (configuration not stated)	2.7	-2.2	-1.9	3.2	-6.8	2.0	0.0	i	-6.7	-9.0
20	Cc1c(NC(=O)c2cccnc2)c(=O)n(-c2ccccc2)n1C	2.8	3.6	-0.8	-6.2	9.4	-1.4	-2.6	i	12.7	-5.1

entry	SMILES	SUMO1-SIM PPI	MT1-MMP act inh	LMPTP inh	NadD block	NRP1-CendR mod	DNMT1 inh	STEP block	Rpn11 inh	SKN-1 block	Scp-1 inhibitor
21	OCCN1CCN(CCCN2c3ccccc3Sc3ccc(Cl)cc32)CC1	-1.7	0.2	-3.0	-6.1	-6.1	-5.6	4.9	i	-7.5	-8.8
22	CCCNC(C)C(=O)Nc1c(C)csc1C(=O)OC (configuration not stated)	11.2	4.1	-1.2	-2.3	-5.0	3.2	-3.9	i	-11.9	-3.8
23	O=C(CCNNC(=O)c1ccncc1)NCc1ccccc1	0.1	5.0	-0.7	3.0	-13.3	2.5	-1.9	i	13.3	-8.8
24	CC(=O)OCC1=C[C@@H]2OC(=O)C3=CO[C@@H](O[C@@H]4O[C@H](CO)[C@@H](O)[C@H](O)[C@H]4O)[C@H]1[C@@H]32	3.8	24.1	0.8	0.0	21.0	5.0	1.5	i	13.6	-0.2
25	CN1CCOC(c2ccccc2)c2ccccc2C1 (configuration not stated)	5.2	-3.0	-0.6	-0.3	9.2	6.8	-2.9	i	-1.2	1.3
26	CN(C)CCOC(C)(c1ccccc1)c1ccccn1 (configuration not stated)	3.3	2.6	-0.7	0.1	-4.4	1.0	-0.9	i	9.1	-6.3
27	C=C[C@@H]1CN2CCC1C[C@@H]2[C@@H](O)c1ccnc2ccc(OC)cc12 (some centres not stated)	-1.0&-0.8	-3.2&2.9	-0.5&1.2	-0.3&-2.9	7.0&-31.9	4.1&7.2	-0.9&1.7	i	-0.2&1.2	-9.0&6.4
28	CC(=O)NC(Cc1ccccc1)C(=O)O (configuration not stated)	-3.3	5.1	-0.7	0.7	9.5	1.1	-0.9	i	23.7	1.4
29	CCOC(=O)c1ccc(N)cc1	2.5	3.2	-1.6	-4.2	-3.5	-4.4	-1.4	i	8.2	-3.8
30	C/C=C(/C)C(=O)O[C@@H]1c2c(ccc3ccc(=O)oc23)OC(C)(C)[C@@H]1OC(=O)/C(C)=C\C	-3.4	-9.3	3.9	-16.0	7.4	5.9	2.9	i	6.4	-13.8
31	CC1(C)Cc2c(sc(NC(=S)NC(=O)c3ccccc3)c2C(=O)O)CO1	-9.9	0.6	0.1	0.6	-6.6	-1.7	2.4	i	-7.4	-1.7
32	O=C(c1ccc(F)cc1)C1CCN(CCn2c(=O)[nH]c3ccccc3c2=O)CC1	-2.0&-4.9	-3.4&2.7	2.1&1.8	-2.6&0.6	-5.8&-20.0	-1.1&0.6	1.1&-0.4	i	5.6&29.7	-8.8&-11.3
33	CC(COc1ccccc1)NC(C)C(O)c1ccc(O)cc1 (configuration not stated)	-5.8	2.1	-0.2	-5.2	-4.7	0.1	0.3	i	0.7	-11.7
34	c1ccc(CN(CC2=NCCN2)c2ccccc2)cc1	-3.4&-0.3	-0.9&2.0	-3.5&0.4	-3.7&-34.2	-4.7&-8.9	5.6&0.2	0.4&1.0	i	9.1&-9.6	-6.2&-84.8
35	COc1ccccc1N1CCN(CCCNc2cc(=O)n(C)c(=O)n2C)CC1	4.0	4.4	-2.0	-3.4	-2.8	-4.0	-1.5	i	1.7	.
36	CCN(CC)CCOC(=O)C1(c2ccccc2)CCCC1	2.3	-0.8	-1.2	-8.6	3.9	0.4	-0.8	i	-0.6	0.5
37	CCCn1cnc2c1c(=O)n(CCCCC(C)=O)c(=O)n2C	0.5	2.1	-0.6	-6.0	31.7*	2.8	1.2	i	-7.2	9.3
38	CC[n+]1c(C)sc2cc(OC)ccc21	-0.3	-0.5	-1.3	0.6	3.3	-4.9	4.8	i	-5.2	4.3
39	CCC(C)n1ncn(-c2ccc(N3CCN(c4ccc(OCC5COC(Cn6cncn6)(c6ccc(Cl)cc6Cl)O5)cc4)CC3)cc2)c1=O (configuration not stated)	5.6	8.7	1.0	20.0	-6.7	-10.3	2.4	i	9.1	10.3
40	CC[N+](C)(CC)CCOC(=O)C(O)(c1ccccc1)C1CCCCC1 (configuration not stated)	6.4	-2.5	-2.8	2.3	-2.0	-0.1	-2.0	i	-9.7	-6.3

By substructure: those above with a thiophene ring, fused or not.
entry	SMILES	SUMO1-SIM PPI	MT1-MMP act inh	LMPTP inh	NadD block	NRP1-CendR mod	DNMT1 inh	STEP block	Rpn11 inh	SKN-1 block	Scp-1 inhibitor
19	CC(C(=O)O)c1ccc(C(=O)c2cccs2)cc1 (configuration not stated)	2.7	-2.2	-1.9	3.2	-6.8	2.0	0.0	i	-6.7	-9.0
22	CCCNC(C)C(=O)Nc1c(C)csc1C(=O)OC (configuration not stated)	11.2	4.1	-1.2	-2.3	-5.0	3.2	-3.9	i	-11.9	-3.8
31	CC1(C)Cc2c(sc(NC(=S)NC(=O)c3ccccc3)c2C(=O)O)CO1	-9.9	0.6	0.1	0.6	-6.6	-1.7	2.4	i	-7.4	-1.7

The listing continues:
entry	SMILES	SUMO1-SIM PPI	MT1-MMP act inh	LMPTP inh	NadD block	NRP1-CendR mod	DNMT1 inh	STEP block	Rpn11 inh	SKN-1 block	Scp-1 inhibitor
41	Cc1ccc(CN2CCN(Cc3cccc4nccnc34)CC2CCO)cc1 (configuration not stated)	-7.3	-2.2	-0.9	-7.3	4.3	-1.4	0.8	i	4.8	-7.4
42	Oc1ccc(/C=C/c2cc(O)cc(O)c2)cc1	-13.9	1.7	0.5	-4.9	-10.9	-8.4	-1.7	i	2.4	-8.8
43	C[C@]12CCC(=O)C=C1CC[C@@H]1[C@@H]2CC[C@@]2(C)[C@H]1CC[C@]2(O)C(=O)CO	7.6	-2.0	-1.8	4.6	0.5	-0.1	-1.7	i	-9.1	46.9
44	CCOc1ccc(C(=O)OCCN(CC)CC)cc1	3.5	-0.8	-1.4	-0.2	0.9	0.0	0.4	i	30.2	-13.9

Three structures from above, ordered by formula weight, low to high:
entry	SMILES	SUMO1-SIM PPI	MT1-MMP act inh	LMPTP inh	NadD block	NRP1-CendR mod	DNMT1 inh	STEP block	Rpn11 inh	SKN-1 block	Scp-1 inhibitor
25	CN1CCOC(c2ccccc2)c2ccccc2C1 (configuration not stated)	5.2	-3.0	-0.6	-0.3	9.2	6.8	-2.9	i	-1.2	1.3
17	COc1ccc(C(=O)NCc2ccc(OCCN(C)C)cc2)cc1OC	3.6	-3.8	-1.0	-3.7	-2.9	-4.6	-3.4	i	-3.4	-8.8
11	CCOc1ccc(NC(=O)Cn2cc(C(=O)c3ccco3)c3ccccc32)cc1	-19.9	1.7	1.1	-13.9	0.8	-6.6	-0.7	i	10.2	-10.7

Assay outcomes as filed in PubChem.

The list is partial. The share of hits here may be higher or lower than overall.
